DDE Tn7 FP inh: disrupts Tn7 cyclic peptide binding to fibrin D-Dimer-E complex. P02675. FP displacement of FITC-Tn7 peptide from fibrin DD(E); 0% = median of compound wells per plate. inhibition, % at 8.3 µM. hit rate 0.13% among 370,000. AID 720508;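 active = inhibition above the mean of compounds falling within the control limits plus 3 SD of them, cut at about 14% in these data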;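 note: 0% = plate median of compound wells and 100% = 10 µM Aha-Tn7 peptide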
Target sequence (P02675 whole entry, looked up): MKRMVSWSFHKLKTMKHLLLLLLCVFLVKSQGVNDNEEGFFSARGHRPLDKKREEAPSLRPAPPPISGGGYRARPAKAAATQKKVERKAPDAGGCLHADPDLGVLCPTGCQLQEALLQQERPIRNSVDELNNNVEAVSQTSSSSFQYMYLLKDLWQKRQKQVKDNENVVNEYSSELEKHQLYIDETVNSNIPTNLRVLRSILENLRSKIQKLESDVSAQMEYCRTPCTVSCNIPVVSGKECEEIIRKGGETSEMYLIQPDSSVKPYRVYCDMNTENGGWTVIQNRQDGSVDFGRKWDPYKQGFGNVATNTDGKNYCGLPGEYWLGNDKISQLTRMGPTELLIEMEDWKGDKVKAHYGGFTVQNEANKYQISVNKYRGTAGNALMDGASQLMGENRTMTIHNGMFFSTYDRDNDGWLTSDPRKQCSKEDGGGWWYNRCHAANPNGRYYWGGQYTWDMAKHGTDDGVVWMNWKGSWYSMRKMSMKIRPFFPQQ
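Also added: labelled Tn7 tracer, 0.1 µM; Assay system: human fibrin DD(E) protein; Amount: 2 µM fibrin DD(E); Schedule: 10 min compound pre-incubation, 3 h probe incubation at room temperature; Repeats: one replicate per compound; Read-out basis: percent inhibition; Measured by: fluorescence polarization of the labelled Tn7 tracer.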
LEDGF integ inh: blocks HIV-1 LEDGF/p75-dependent DNA integration; TR-FRET IN-LEDGF/p75 DNA integration, Eu/Cy5; hit rate 0.64% among 370,000; AID 743269; inhibition, % at 3.7 µM;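 active = inhibition above the screen-wide mean plus 3 SD, cut at about 13% in these data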;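 note: signal is the Cy5 over europium emission ratio at 671 and 618 nm; 0% = plate median of compound wells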
UHRF1 binding: UHRF1 methyl-DNA binding inhibition; AID 687016; inhibition, % at 4.4 µM; hit rate 0.75% among 370,000; UHRF1 binding to methylated oligo, TR-FRET; in the data active = inhibition above about 21%;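 note: UHRF1 SRA domain binding a hemimethylated CpG hairpin DNA probe; 0% = median of test compound wells and 100% = reference inhibitor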
MBD2 inh: MBD2-methylated oligo binding inhibition. TR-FRET, MBD2 binding to methylated oligonucleotide. inhibition, % at 4.4 µM. AID 686964. hit rate 0.31% among 370,000. Q9UBB5; in the data active = inhibition above about 13%
Target sequence (Q9UBB5 whole entry, looked up): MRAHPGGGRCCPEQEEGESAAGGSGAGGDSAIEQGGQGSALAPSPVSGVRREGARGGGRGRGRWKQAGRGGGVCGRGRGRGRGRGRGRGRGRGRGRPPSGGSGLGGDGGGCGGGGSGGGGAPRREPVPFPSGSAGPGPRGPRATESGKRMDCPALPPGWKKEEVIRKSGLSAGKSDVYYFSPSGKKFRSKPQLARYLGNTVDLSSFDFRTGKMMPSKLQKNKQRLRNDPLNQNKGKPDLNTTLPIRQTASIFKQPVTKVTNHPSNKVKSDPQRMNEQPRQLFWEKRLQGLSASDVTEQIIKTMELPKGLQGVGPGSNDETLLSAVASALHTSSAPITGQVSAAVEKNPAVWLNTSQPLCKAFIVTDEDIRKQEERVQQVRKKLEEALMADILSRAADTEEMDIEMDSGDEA
KLK7 zymogen act: activators of human kallikrein-7 zymogen; P49862; purified proKLK7, EDANS-DABCYL substrate fluorescence; 100% is mature enzyme control, 0% vehicle; activation, % at 7 µM; hit rate 0.9% among 370,000;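 active = activation above the mean of all tested compounds plus 3 SD, computed per campaign excluding outliers beyond control limits, cut at about 13% in these data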
TDP2 inh: TDP2 (human) inhibition, absorbance primary screen; hit rate 0.34% among 370,000; inhibition, % at 12.8 µM; O95551; recombinant TDP2, T5PNP hydrolysis, p-nitrophenol absorbance 415 nm;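 active = inhibition above the mean of all tested compounds plus 3 SD, set per campaign, cut at about 25% in these data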;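 note: 0% = DMSO with enzyme and 100% = buffer with substrate but no TDP2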
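Assay system: recombinant human TDP2 / Reagent: T5PNP substrate at 5 mM, a TopII-DNA adduct mimic / Measured by: epi absorbance from released p-nitrophenol / Evaluation: % inhibition relative to enzyme-containing and enzyme-free wells / Control set: enzyme-free and DMSO wells / Replicates: each compound tested once, singlicate / Schedule: enzyme reaction with compound for 2 h at 37 °C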
DDE Tn6 FP inh: DD(E)-Tn6 binding inhibition, primary FP screen; P02675; inhibition, % at 8.3 µM; hit rate 0.21% among 370,000; Fibrin DD(E) TRITC-Tn6 fluorescence polarization displacement;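 active = inhibition above a per-campaign cutoff: mean of compounds within control limits plus 3 SD, cut at about 15% in these data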;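 note: 0% = median of all compound wells on the plate and 100% = blocking peptide control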
TCR CD3 inh: human TCR-CD3 binding inhibition. TAMRA-labeled TCR probe fluorescence, biochemical. inhibition, % at 9.4 µM. hit rate 0.37% among 360,000. AID 651800; in the data active = inhibition above about 19%;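 note: recombinant mutant TCR 2C K166C tagged with TAMRA read by polarization; 0% = receptor in buffer alone and 100% = receptor with positive control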
SIAE primary: human SIAE inhibition, primary screen. hit rate 0.69% among 370,000. inhibition, % at 9.66 µM. SIAE FP-Rh probe binding, fluorescence polarization. AID 1053197;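 active = inhibition above a cutoff: mean of compounds within the control limits plus 3 SD of those, cut at about 17% in these data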;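 note: 0% = plate median of compound wells and 100% = probe without SIAE protein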
PRMT1 FP inh: blocks human protein arginine methyltransferase 1 | Q99873 | recombinant PRMT1, activity-based probe fluorescence polarization | inhibition, % at 2.79 µM | hit rate 1.3% among 370,000 | AID 652257;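 active = inhibition above about 21% made by adding two undisclosed values, limit read from the data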
* hit, by the source's call; · = no result given.

SMILES	DDE Tn7 FP inh	LEDGF integ inh	UHRF1 binding	MBD2 inh	KLK7 zymogen act	TDP2 inh	DDE Tn6 FP inh	TCR CD3 inh	SIAE primary	PRMT1 FP inh
CCNS(=O)(=O)c1ccc(OC)c(C)c1	3.0	1.2	1.2	0.1	-0.4	-27.0	-2.3	3.4	-9.0	-2.4
Cc1nnc(SCC(=O)c2c(N)n(C)c(=O)n(C)c2=O)[nH]c1=O	4.0	1.1	-0.3	2.2	0.6	3.1	0.5	-3.2	4.1	-0.5
COC(=O)c1cc2c(c3c4cc(OC)ccc4n(S(=O)(=O)c4ccc(C)cc4)c13)C(=O)N(Cc1ccccc1)C2	3.2	-2.0	0.1	0.8	-1.3	-2.5	0.7	4.1	-3.6	-0.1
Cc1nnc(SCC(=O)N2CCN(c3ccccc3)CC2)n1C1CC1	-2.9	-2.0	-3.0	0.3	0.3	-7.1	1.5	1.0	-2.2	-1.4
CC(C)c1nnc(NC(=O)CCS(=O)(=O)c2ccccc2)s1	-2.9	-1.0	0.2	-0.6	0.1	13.7	4.0	0.2	-7.5	2.0
COCCCN=C1NN=C(c2cc(C)n(Cc3ccco3)c2C)CS1	-2.7	5.5	-4.9	-5.1	-0.5	13.9	-1.0	4.7	9.2	0.1
CC1(C(=O)NCCN2CCOCC2)C=CCN1C(=O)c1ccccc1 (stereo not given)	-0.9	1.2	-1.9	-0.6	-0.1	11.8	0.9	-0.7	4.5	0.8
CCOC(=O)C1=C(N)Oc2ccc3ccccc3c2C1c1cccnc1 (stereo not given)	-0.1	-6.4	-2.9	-4.9	0.4	-11.8	-7.3	-2.2	-4.3	-0.6
CC(=O)c1ccc(NC(=O)C(C)OC(=O)c2cccc(-n3cnnn3)c2)cc1 (stereo not given)	1.0	0.0	-2.4	-2.7	0.2	8.1	-3.3	-4.2	-3.6	2.6
C#Cc1ccccc1OCCCN1CCC(C(O)(c2ccccc2)c2ccccc2)CC1	1.6	-0.7	-0.3	-4.4	0.4	-1.6	-5.7	-0.3	1.4	6.2
COc1ccc(C(=O)COc2ccc(F)cc2)c(O)c1	-5.0	2.8	-0.6	-5.5	-0.7	23.7	-5.4	0.1	1.4	0.4
O=C(Nc1ccccc1F)c1cc(-c2ccco2)nc2ccccc12	-5.2	-3.0	4.3	0.9	-10.0	7.3	0.5	-7.2	-10.9	13.3
COc1ccc(-n2ccnc(SCC(=O)NC3CCCC3)c2=O)cc1	-7.5	2.5	-2.4	3.5	1.3	-0.6	-2.4	2.6	2.9	16.0
Cc1c(CNCCCc2ccccc2)c(C(=O)O)c(C)n1Cc1ccccc1	5.8	-1.7	0.1	0.8	0.0	-12.1	-1.5	5.2	0.2	-4.7
Cc1noc(NS(=O)(=O)c2ccc(NC(=O)C34CC5CC(C3)CC(n3cnc(Cl)n3)(C5)C4)cc2)c1C	3.5	5.3	-2.9	-6.1	-0.8	-7.5	2.5	-8.1	5.7	2.2
O=S(=O)(N/N=C1\CCCc2ccccc21)c1ccccc1	-4.5	0.2	-0.9	2.8	-0.8	-0.3	-0.7	-6.7	-2.9	-2.5
C(C#CCN1CCOCC1)#CCN1CCOCC1	-2.0	0.6	9.5	2.1	0.6	0.8	3.0	-2.2	-0.9	0.0
Cn1c(=O)c2cc(NC(=S)NC3CCCCC3)ccc2n1Cc1cccc(C(F)(F)F)c1	8.7	0.5	-2.5	0.8	5.6	-7.1	4.4	-4.4	9.2	0.5
COC(=O)CNC(=O)CSc1ccccn1	0.4	1.1	3.6	-0.5	0.1	-9.6	-2.6	-5.4	-5.3	5.3
COc1nc(C)nc2c1sc1nc3c(cc12)COC(C)(C)C3	1.2	-0.5	0.3	1.1	-0.4	-8.4	5.0	1.9	0.8	0.3
CC(Oc1ccccc1)C(=O)N=Nc1c(O)[nH]c2ccc([N+](=O)[O-])cc12 (stereo not given)	4.7	-2.2	-10.7	-5.8	0.2	4.5	2.0	-3.6	-1.6	3.1
COc1ccc(Cn2c(N)c(C#N)c3nc4ccccc4nc32)cc1	-0.5	7.8	-0.2	-3.0	7.4	36.6*	0.3	2.6	-3.2	2.7
CC1CCCCC1NC(=S)NC(=O)c1cccs1 (stereo not given)	1.7	5.3	-1.8	-5.5	-0.2	-8.0	-1.4	3.6	1.0	1.9
CCOc1ccc(-n2c(=S)sc3c(=O)n(-c4ccccc4)c(SCC(=O)O)nc32)cc1	0.4	3.6	0.4	-2.0	0.1	5.6	-2.3	8.1	-4.2	10.4
Cc1ccc(/C(O)=C2/C(=O)C(=O)N(c3ccccn3)C2c2ccc([N+](=O)[O-])cc2)cc1 (stereo not given)	5.6	-2.7	-0.7	-4.2	-1.0	7.9	7.9	1.1	-0.1	1.2

In the list so far, 2 have a thiophene ring, fused or not.
SMILES	DDE Tn7 FP inh	LEDGF integ inh	UHRF1 binding	MBD2 inh	KLK7 zymogen act	TDP2 inh	DDE Tn6 FP inh	TCR CD3 inh	SIAE primary	PRMT1 FP inh
COc1nc(C)nc2c1sc1nc3c(cc12)COC(C)(C)C3	1.2	-0.5	0.3	1.1	-0.4	-8.4	5.0	1.9	0.8	0.3
CC1CCCCC1NC(=S)NC(=O)c1cccs1 (stereo not given)	1.7	5.3	-1.8	-5.5	-0.2	-8.0	-1.4	3.6	1.0	1.9

Additional records
SMILES	DDE Tn7 FP inh	LEDGF integ inh	UHRF1 binding	MBD2 inh	KLK7 zymogen act	TDP2 inh	DDE Tn6 FP inh	TCR CD3 inh	SIAE primary	PRMT1 FP inh
N#C/C(=C/c1ccc(N2CCCCC2)o1)C(=O)Nc1ccc(Cl)cc1	-7.1	2.2	54.2*	-2.6	1.0	-3.1	4.5	-7.0	-0.1	-33.5
C=C(C)COc1ccc(-c2[nH]ncc2Oc2ccc(OC)cc2)c(O)c1	1.1	-2.8	-0.1	1.0	0.0	-6.2	2.5	-0.8	-3.6	-1.7
O=c1c(Cc2c(F)cccc2Cl)c(O)ccn1CCCN1CCOCC1	-4.4	-1.0	0.7	-2.7	-0.2	-2.7	0.0	8.0	-0.3	5.6
COc1ccc(N(CC(=O)N2CCN(Cc3ccccc3)CC2)S(C)(=O)=O)cc1Cl	6.8	0.2	-2.6	5.2	0.2	13.2	-3.1	9.7	4.5	-1.1
COc1ccccc1/C=C/C(=O)NCC(=O)n1nc(C)cc1C	0.4	2.6	2.0	3.2	-0.3	6.3	-5.8	-4.3	3.1	6.2
COc1ccc(-c2c(C)[nH]n3c(=O)c(Cc4ccccc4)c(C)nc23)cc1OC	3.7	-2.6	0.5	1.2	-3.8	2.8	1.4	-1.3	-3.6	4.6
O=C(COC(=O)c1cccc(O)c1)Nc1ccc(S(=O)(=O)N2CCOCC2)cc1	6.8	-3.4	-0.4	-3.9	-0.2	-5.0	3.5	2.6	6.1	-0.5
C=CCN(Cc1ccccc1)C(C#CC(=C)C)Cc1ccccc1 (stereo not given)	-4.6	2.5	-3.0	-1.6	0.0	1.6	3.6	·	5.0	-2.1
CCCCCOc1ccc(C2C(C(C)=O)=C(C)Nc3ncnn32)cc1OC (stereo not given)	-0.6	2.6	-1.5	3.9	0.7	2.9	1.1	2.6	0.1	0.4
COc1ccc(C(CC(=O)c2ccc3c(c2)OCO3)C(=O)O)cc1OC (stereo not given)	3.4	-3.5	-1.2	1.5	0.5	7.0	-3.4	1.4	-0.6	-0.8
CCCCN(C(=O)c1ccc2c(c1)OCO2)c1ccccc1	6.2	0.2	0.0	4.2	0.3	5.9	1.1	-5.8	-0.4	2.5
COCCNC(=O)c1ccc(N(C)S(=O)(=O)c2ccc(OC)c(OC)c2)cc1	2.7	0.7	-0.1	-6.3	-0.5	0.4	-3.0	-3.7	0.0	-3.2
Cc1nc([N+](=O)[O-])c(N2CCN(Cc3ccccc3)CC2)n1Cc1ccccc1	-5.0	2.0	-3.8	-13.1	0.5	1.5	-3.8	6.1	2.6	-2.1
CCc1c(C)sc(NC(=O)C2CC2c2ccccc2)c1C(N)=O (stereo not given)	2.6	-0.6	-2.2	-0.8	0.6	-2.5	-0.7	7.4	1.1	0.5
COc1cc(C(F)(F)F)ccc1C(=O)NCCc1ccco1	-9.0	6.4	5.6	2.2	0.6	-3.7	-5.2	-8.2	3.2	2.7
O=C(OCC#CCSc1nnc(-c2cccc3ccccc23)o1)C1CCC1	3.8	-1.7	3.1	2.0	·	-13.1	-3.1	·	4.0	1.5
CCOC(=O)c1sc2nc(CSc3ccccc3)[nH]c(=O)c2c1C	-1.8	2.0	-3.3	3.3	-0.7	-4.2	2.2	4.2	-93.7	-1.1
CCOC(=O)N1CCN(c2nc(-c3cccs3)cc(C(F)(F)F)n2)CC1	3.5	-0.2	-1.2	-3.7	-0.6	-9.3	6.5	-0.9	-4.8	-0.2
O=C(NC1CC1)C1=C[C@H](C2CC2)C[C@H](OCCCCO)O1	2.8	1.2	0.6	-4.1	-1.4	3.2	7.2	-3.0	-0.9	1.6
Cc1ccc(C)c(NS(=O)(=O)c2ccc3[nH]c(=O)oc3c2)c1	-2.6	3.4	0.3	-3.6	-0.3	-0.8	2.5	1.6	-1.4	1.1
COc1ccccc1CN1CC(C(=O)NCCc2ncccc2C)CCC1=O (stereo not given)	3.6	-3.0	-0.1	5.4	0.0	-9.0	-6.7	-1.8	10.6	1.7
Cc1cccc(Sc2c([N+](=O)[O-])ncn2C)c1	2.4	-1.8	1.2	4.3	-0.4	-9.6	5.8	-0.3	-7.4	2.2
C=CCC[C@H](Cc1ccc(F)cc1)C(=O)OC[C@@H](C)NC(=O)[C@H](CC=C)CC(=O)N(CCO)Cc1ccccc1	4.7	-2.3	-0.6	1.4	-0.1	-2.2	-4.7	9.4	-2.5	-0.7
COc1ccccc1-c1cnc(C(O)c2cc(C)ccc2C)[nH]1 (stereo not given)	-0.2	-1.3	-1.0	1.3	-0.1	4.1	1.9	4.5	10.3	-0.1
COc1ccc(OC)c(-c2nc3ccccc3nc2-c2ccccc2)c1	-8.1	3.8	1.2	-4.8	-13.6	-7.2	-4.7	5.3	-0.2	-1.9
N#C/C(=N\Nc1cccc(Cl)c1)C(=O)c1ccccc1	-1.3	1.6	-0.1	-3.5	-0.5	-10.5	5.9	8.6	1.9	-0.4
CCOc1ccc2nc(N/C(N)=N/C(=S)Nc3cccc(OC)c3)nc(C)c2c1	-0.1	-2.5	1.3	-6.4	1.6	-8.2	10.7	1.3	-7.8	1.4

Gathered by group, the compounds so far with two or more sulfur atoms
SMILES	DDE Tn7 FP inh	LEDGF integ inh	UHRF1 binding	MBD2 inh	KLK7 zymogen act	TDP2 inh	DDE Tn6 FP inh	TCR CD3 inh	SIAE primary	PRMT1 FP inh
CC(C)c1nnc(NC(=O)CCS(=O)(=O)c2ccccc2)s1	-2.9	-1.0	0.2	-0.6	0.1	13.7	4.0	0.2	-7.5	2.0
CC1CCCCC1NC(=S)NC(=O)c1cccs1 (stereo not given)	1.7	5.3	-1.8	-5.5	-0.2	-8.0	-1.4	3.6	1.0	1.9
CCOc1ccc(-n2c(=S)sc3c(=O)n(-c4ccccc4)c(SCC(=O)O)nc32)cc1	0.4	3.6	0.4	-2.0	0.1	5.6	-2.3	8.1	-4.2	10.4
CCOC(=O)c1sc2nc(CSc3ccccc3)[nH]c(=O)c2c1C	-1.8	2.0	-3.3	3.3	-0.7	-4.2	2.2	4.2	-93.7	-1.1
